IDH1 mut inh – inhibitors of human IDH1 R132H; O75874; IDH1 R132H reductase, diaphorase/resazurin fluorescence, 60 min; inhibition, % at 10 µM; 0.18% of 70,000 active; in the data active = inhibition above about 34%;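 also: 0% = DMSO and 100% = no enzyme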
EZH2 inh – EZH2 (human) methyltransferase inhibition; Q15910; PRC2 H3K27 methylation, DELFIA TRF, 1 h; inhibition, % at 12.5 µM; 0.35% of 57,000 active; AID 651548;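 active = mean inhibition of replicates at least 50% and every single replicate also reaching 50%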;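 also: dimethyl H3K27 on biotinylated H3 21-44 peptide detected by antibody; plate controls were median neutral control wells for no effect and median positive control wells for full effect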
Target sequence (Q15910 whole entry, looked up): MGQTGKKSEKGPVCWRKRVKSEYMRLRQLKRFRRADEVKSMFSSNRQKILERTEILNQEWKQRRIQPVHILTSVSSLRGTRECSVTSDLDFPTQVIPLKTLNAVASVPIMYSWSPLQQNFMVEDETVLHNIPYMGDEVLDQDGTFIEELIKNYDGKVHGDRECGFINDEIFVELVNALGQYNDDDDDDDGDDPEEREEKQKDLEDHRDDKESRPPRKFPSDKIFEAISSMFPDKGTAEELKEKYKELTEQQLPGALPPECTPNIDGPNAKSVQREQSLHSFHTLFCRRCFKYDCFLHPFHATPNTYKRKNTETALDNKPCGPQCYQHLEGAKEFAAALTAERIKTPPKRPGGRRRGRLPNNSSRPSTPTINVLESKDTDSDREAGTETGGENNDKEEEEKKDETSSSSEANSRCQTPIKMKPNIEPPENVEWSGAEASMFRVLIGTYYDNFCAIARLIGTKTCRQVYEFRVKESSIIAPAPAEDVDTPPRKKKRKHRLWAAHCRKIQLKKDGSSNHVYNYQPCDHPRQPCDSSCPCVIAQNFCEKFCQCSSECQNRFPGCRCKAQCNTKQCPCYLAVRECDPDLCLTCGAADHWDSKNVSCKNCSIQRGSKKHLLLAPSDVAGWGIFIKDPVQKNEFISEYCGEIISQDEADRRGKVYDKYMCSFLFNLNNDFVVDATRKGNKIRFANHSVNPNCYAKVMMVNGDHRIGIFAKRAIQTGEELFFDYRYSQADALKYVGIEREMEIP
The depositor's hits bear a star; . = no result given; & = joins results of further samples. Only part of the results is shown; the hit share may differ from the screen's.

The first 2 compounds as a preview:
SMILES | IDH1 mut inh | EZH2 inh
CC(C)NC(=O)N(C)C[C@H]1Oc2ccc(NS(=O)(=O)c3ccccc3)cc2C(=O)N([C@@H](C)CO)C[C@@H]1C | 2.1 | 4
CC1(C)Cc2c(C#N)c(OCC(=O)c3ccc(Cl)cc3)nc(-c3ccco3)c2CO1 | 0.4 | .

Main list, from the start:
SMILES | IDH1 mut inh | EZH2 inh
CC(C)NC(=O)N(C)C[C@H]1Oc2ccc(NS(=O)(=O)c3ccccc3)cc2C(=O)N([C@@H](C)CO)C[C@@H]1C | 2.1 | 4
CC1(C)Cc2c(C#N)c(OCC(=O)c3ccc(Cl)cc3)nc(-c3ccco3)c2CO1 | 0.4 | .
O=C(CN1CCOCC1)NCC[C@@H]1CC[C@H](NC(=O)Nc2ccc(F)cc2)[C@H](CO)O1 | 0.2 | -6
O=C(Nc1ccc(Cl)c(Cl)c1)N[C@H]1CC[C@@H](CCn2cc(C3CC3)nn2)O[C@H]1CO | -0.1 | 2
C[C@@H]1CN([C@H](C)CO)C(=O)c2cc(C3=CCCC3)cnc2O[C@@H]1CN(C)C(=O)CN(C)C | -0.2 | -9
COc1ccc(S(=O)(=O)Nc2cccc3c2O[C@H](CN(C)S(=O)(=O)c2ccc(Cl)cc2)[C@@H](C)CN([C@H](C)CO)C3=O)cc1 | 2.9 | .
COCC(=O)Nc1ccc2c(c1)[C@@H]1C[C@@H](CC(=O)NCc3ccncc3)O[C@@H](CO)[C@@H]1O2 | -1.7 | 10
C[C@@H]1CN([C@H](C)CO)S(=O)(=O)c2ccc(C#Cc3ccccc3)cc2O[C@@H]1CN(C)C(=O)C1CC1 | 0.9 | -15
COC(=O)c1cc(C)sc1NC(=S)Nc1cnn(C)c1C(N)=O | 0.6 | -1
Cc1cc(Br)ccc1NC(=O)CCCN1C(=O)c2ccccc2C1=O | 0.6 | -4
CCCNC(=O)N(C)C[C@H]1Oc2ncc(-c3ccncc3)cc2C(=O)N([C@H](C)CO)C[C@H]1C | 0.4 | -8
COc1ccc(CN(C)C[C@@H]2Oc3ccc(NS(=O)(=O)c4cccs4)cc3C(=O)N([C@@H](C)CO)C[C@H]2C)cc1 | 1.1 | .
CC(C)NC(=O)N(C)C[C@@H]1Oc2ncc(C#CCc3ccccc3)cc2C(=O)N([C@@H](C)CO)C[C@H]1C | -0.1 | -5
C[C@H]1CN([C@@H](C)CO)C(=O)c2cc(NC(=O)C3CC3)ccc2O[C@H]1CN(C)C(=O)Nc1ccc2c(c1)OCO2 | -0.2 | -1
CC(=O)NC(=S)Nc1ccc(S(=O)(=O)Nc2nc(C)cc(C)n2)cc1 | 0.2 | 0
C[C@H](CO)N1C[C@H](C)[C@H](CN(C)S(=O)(=O)c2ccccc2)Oc2ccc(NC(=O)Cc3ccccc3)cc2CC1=O | . | -6
COCC(=O)N[C@@H]1C=C[C@H](CC(=O)N2CCCCC2)O[C@@H]1CO | 0.4 | 7
COCCOC(=O)N1C(=O)[C@@]2(c3cc(C#CCCO)ccc31)[C@H](C(=O)NC[C@H](O)c1ccccc1)[C@H]1C(=O)O[C@H](c3ccccc3)[C@H](c3ccccc3)N1[C@@H]2c1ccc(O)cc1 | 0.5 | -31
O=C(C[C@@H]1C[C@H]2c3cc(NC(=O)C4CCC4)ccc3O[C@H]2[C@H](CO)O1)NCc1ccncc1 | 0.2 | 9
Cc1ccccc1S(=O)(=O)NCC[C@@H]1CC[C@H](NC(=O)C2CC2)[C@@H](CO)O1 | 0.0 | -14
CO[C@H]1CN(C)C(=O)c2cc(NC(=O)c3ccc(F)cc3)ccc2OC[C@@H](C)N(Cc2cocn2)C[C@@H]1C | 0.3 | -1
CCOC(=O)c1c(NC(=O)CC2NCCNC2=O)sc2c1CCCC2 (centres undefined) | 0.5 | 0
CNC[C@@H]1Oc2c(NC(=O)Nc3c(C)noc3C)cccc2C(=O)N([C@H](C)CO)C[C@@H]1C | 0.7 | 7
C[C@@H]1CN([C@H](C)CO)C(=O)c2cc(NC(=O)CCCN(C)C)ccc2O[C@H]1CN(C)Cc1ccncc1 | 3.0 | 0
O=C(N[C@@H]1CC[C@@H](CCNS(=O)(=O)c2ccc(Cl)cc2)O[C@H]1CO)c1cnccn1 | 0.2 | 0
O=C(C[C@H]1CC[C@@H](NC(=O)CN2CCOCC2)[C@@H](CO)O1)NCc1cccc(F)c1 | 0.2 | -2
CCC(=O)N1C[C@@H](C)[C@@H](OC)CN(C)C(=O)c2cc(NC(=O)C3CC3)ccc2OC[C@@H]1C | -0.1 | 2
COc1ccc(CN(C)C[C@@H]2Oc3ccc(NC(=O)Nc4c(C)noc4C)cc3C(=O)N([C@@H](C)CO)C[C@@H]2C)cc1 | 0.0 | -3
C[C@@H]1CCCCO[C@H](CN(C)Cc2ccc(C(=O)Nc3ccccc3N)cc2)[C@@H](C)CN([C@H](C)CO)C(=O)c2cc(NS(=O)(=O)c3ccccc3)ccc2O1 | 0.4 | -20
COCC(=O)N1C[C@H](C)[C@H](OC)CN(C)C(=O)c2ccc(NC(=O)c3ccc(F)cc3)cc2OC[C@H]1C | 0.4 | -5
C[C@H]1CN([C@@H](C)CO)C(=O)c2cc(NS(=O)(=O)c3cn(C)cn3)ccc2O[C@@H]1CN(C)Cc1ccc(Cl)c(Cl)c1 | -1.7 | 1
COc1ccc(S(=O)(=O)N[C@H]2CC[C@@H](CCn3cc(-c4ccccc4F)nn3)O[C@@H]2CO)cc1 | -0.6 | 5
O=C(NCC[C@H]1CC[C@H](NC(=O)C2CCC2)[C@@H](CO)O1)c1ccc(F)cc1 | 0.1 | -5
CC(C)CC#Cc1ccc2c(c1)O[C@@H](CN(C)CC1CCOCC1)[C@H](C)CN([C@H](C)CO)S2(=O)=O | -0.3 | 33
CCCC#Cc1ccc2c(c1)O[C@H](CN(C)C(=O)c1ccncc1)[C@H](C)CN([C@@H](C)CO)S2(=O)=O | 0.2 | 13
O=C(C[C@H]1C=C[C@@H](NC(=O)Nc2cccc(F)c2)[C@H](CO)O1)NCC1CCCCC1 | -0.2 | 4
CCCNC(=O)N(C)C[C@H]1Oc2cc(C3=CCCC3)ccc2S(=O)(=O)N([C@@H](C)CO)C[C@H]1C | . | 5
C[C@@H]1CN([C@@H](C)CO)C(=O)c2cc(Br)cnc2O[C@H]1CN(C)Cc1ccc2c(c1)OCO2 | -0.1 | 1
CC(C)NC(=O)N(C)C[C@@H]1Oc2ccc(NC(=O)C3CC3)cc2CC(=O)N([C@@H](C)CO)C[C@H]1C | -1.0 | 3
C[C@@H]1CCCCO[C@H](CN(C)Cc2ccc3c(c2)OCO3)[C@H](C)CN([C@H](C)CO)C(=O)c2cc(NS(=O)(=O)c3ccc(Cl)cc3)ccc2O1 | -0.8 | .
[N-]=[N+]=Nc1ccccc1C[C@]1(C(=O)N2CCCCC2)N=C(c2ccc(OCCCO)cc2)O[C@H]1c1ccccc1 | . | 0
C[C@@H]1CN([C@@H](C)CO)C(=O)c2cc(N(C)C)ccc2O[C@@H](C)CCCCO[C@@H]1CN(C)S(=O)(=O)c1ccccc1 | 1.0 | 4
C[C@H](CO)N1C[C@H](C)[C@H](CN(C)CC2CCCCC2)Oc2c(NS(=O)(=O)c3ccc(Cl)cc3)cccc2C1=O | . | -9
COC(=O)c1ccc(NC(=O)CN2C(=O)CN(c3ccc(Br)cc3)C2=O)cc1 | 0.9 | .
Cc1noc(C)c1NC(=O)Nc1ccc2c(c1)CC(=O)N([C@H](C)CO)C[C@@H](C)[C@@H](CN(C)S(=O)(=O)c1cn(C)cn1)O2 | 1.5 | .
O=C(C[C@H]1C[C@H]2c3cc(NC(=O)NC4CCCCC4)ccc3O[C@H]2[C@H](CO)O1)NCc1cccnc1 | 0.1 | -15
COc1ccc(CN(C)C[C@@H]2Oc3c(NC(=O)NC4CCCCC4)cccc3C(=O)N([C@H](C)CO)C[C@@H]2C)cc1 | 0.8 | 7
COc1ccc(-c2nnc(SCC(=O)Nc3cccc(F)c3)n2C)cc1 | -0.1 | 3
C[C@H](CO)N1C[C@H](C)[C@@H](CN(C)Cc2ccc(-c3ccccc3)cc2)Oc2ccc(NC(=O)C3CC3)cc2CC1=O | 1.4 | -16
CSc1ccccc1NC(=O)CN(C)S(=O)(=O)c1ccc(F)cc1 | -0.1 | .
CCNC(=O)C[C@@H]1C=C[C@@H](NC(=O)NC2CCCCC2)[C@@H](CO)O1 | 0.1 | 8
C[C@@H]1CN([C@H](C)CO)C(=O)c2cc(NC(=O)C3CC3)ccc2O[C@H]1CN(C)S(=O)(=O)c1cccs1 | 0.0 | .
COc1ccc(S(=O)(=O)Nc2ccc3c(c2)C(=O)N([C@H](C)CO)C[C@H](C)[C@@H](CN(C)C(=O)Nc2ccc(C(F)(F)F)cc2)O3)cc1 | 0.5 | .
Cc1nc2ccccc2nc1OCc1cccc([N+](=O)[O-])c1 | 2.7 | -7
C[C@H](CO)N1C[C@H](C)[C@@H](CN(C)CC2CCCCC2)Oc2ccc(NC(=O)Nc3ccc(F)cc3)cc2CC1=O | 0.5 | -27
O=C(Cc1ccncc1)NCC[C@@H]1CC[C@@H](NC(=O)C2CCCC2)[C@@H](CO)O1 | 0.2 | 5
C[C@H](CO)N1C[C@H](C)[C@H](CN(C)C(=O)CCCN(C)C)OCCCC[C@H](C)Oc2ccc(NS(C)(=O)=O)cc2C1=O | 2.0 | 1
COc1ccc(S(=O)(=O)N(C)C[C@H]2Oc3ccc(NS(=O)(=O)c4cccs4)cc3CC(=O)N([C@H](C)CO)C[C@H]2C)cc1 | -1.2 | .
C[C@H](CO)N1C[C@H](C)[C@@H](CN(C)C(=O)C2CCCCC2)Oc2cc(C3=CCCC3)ccc2S1(=O)=O | 6.9 | -12
COc1ccc(NC(=O)Nc2cccc3c2O[C@@H](CN(C)Cc2ccncc2)[C@@H](C)CN([C@H](C)CO)C3=O)cc1 | 14 | .

Sorted by heavy-atom count (highest first): some entries from above.
SMILES | IDH1 mut inh | EZH2 inh
COc1ccc(S(=O)(=O)Nc2ccc3c(c2)C(=O)N([C@H](C)CO)C[C@H](C)[C@@H](CN(C)C(=O)Nc2ccc(C(F)(F)F)cc2)O3)cc1 | 0.5 | .
COc1ccc(S(=O)(=O)N(C)C[C@H]2Oc3ccc(NS(=O)(=O)c4cccs4)cc3CC(=O)N([C@H](C)CO)C[C@H]2C)cc1 | -1.2 | .
C[C@H](CO)N1C[C@H](C)[C@@H](CN(C)Cc2ccc(-c3ccccc3)cc2)Oc2ccc(NC(=O)C3CC3)cc2CC1=O | 1.4 | -16
COc1ccc(NC(=O)Nc2cccc3c2O[C@@H](CN(C)Cc2ccncc2)[C@@H](C)CN([C@H](C)CO)C3=O)cc1 | 14 | .
C[C@@H]1CN([C@H](C)CO)C(=O)c2cc(NC(=O)C3CC3)ccc2O[C@H]1CN(C)S(=O)(=O)c1cccs1 | 0.0 | .
O=C(Cc1ccncc1)NCC[C@@H]1CC[C@@H](NC(=O)C2CCCC2)[C@@H](CO)O1 | 0.2 | 5
COc1ccc(-c2nnc(SCC(=O)Nc3cccc(F)c3)n2C)cc1 | -0.1 | 3
CCNC(=O)C[C@@H]1C=C[C@@H](NC(=O)NC2CCCCC2)[C@@H](CO)O1 | 0.1 | 8
Cc1nc2ccccc2nc1OCc1cccc([N+](=O)[O-])c1 | 2.7 | -7

Next part.
SMILES | IDH1 mut inh | EZH2 inh
O=C(CSc1nc2ccccc2[nH]1)Nc1cccc(I)c1 | -0.4 | 16
C[C@@H]1CN([C@H](C)CO)S(=O)(=O)c2ccc(/C=C/c3ccccc3)cc2O[C@@H]1CN(C)C(=O)Nc1cccc(F)c1 | -3.0 | -28
CS(=O)(=O)N(CC(=O)Nc1ccc(Oc2ccccc2)cc1)C1CCCCC1 | 2.1 | .
COc1cc(-c2nnn(CC(=O)Nc3ccccc3C)n2)cc(OC)c1OC | 0.0 | -9
COCC(=O)Nc1ccc2c(c1)OC[C@H](C)N(CC1CCCCC1)C[C@H](C)[C@H](OC)CN(C)C2=O | -0.4 | 1
COc1cc(-c2coc3cc(O)cc(O)c3c2=O)c(OC)cc1O | -0.2 | .
COc1ccc(-c2nc3ccccc3s2)cc1NC(=S)NC(=O)COc1ccc(C)cc1 | 0.5 | 1
CC(C)CC#Cc1ccc2c(c1)O[C@H](CN(C)Cc1ccccn1)[C@@H](C)CN([C@@H](C)CO)S2(=O)=O | -1.5 | 15
CN/C(=C/[N+](=O)[O-])NCCSCc1ccc(CN(C)C)o1 | -2.0&-0.2 | .
COc1ccc(NC(=O)Nc2cccc3c2O[C@H](CN(C)S(=O)(=O)c2ccc(Cl)cc2)[C@H](C)CN([C@@H](C)CO)C3=O)cc1 | 1.5 | .
CO[C@H]1CN(C)C(=O)c2cc(NC(=O)C3CC3)ccc2OC[C@@H](C)N(C(=O)C2CCCCC2)C[C@H]1C | -0.1 | 0
COc1cccc(CNC(=O)C[C@H]2CC[C@@H](NC(=O)C3CCOCC3)[C@H](CO)O2)c1 | 0.2 | 0
CC(=O)N(CC(C)C(=O)O)c1c(I)cc(I)c(N)c1I (centres undefined) | 0.0 | .
Cn1c(SCC(=O)Nc2ccc3c(c2)OCCO3)nnc1-c1cnccn1 | -0.1 | -6
COC(=O)c1c(-c2cccc(C)c2)csc1NC(=O)c1ccccc1[N+](=O)[O-] | 0.0 | 11
COc1ccc(S(=O)(=O)N(C)C[C@H]2Oc3ccc(NS(=O)(=O)c4c(C)noc4C)cc3CC(=O)N([C@H](C)CO)C[C@@H]2C)cc1 | -0.8 | .
CC1(C(=O)c2ccccc2)C2c3c(ccc4ccccc34)OC(=O)C21C(=O)c1ccco1 (centres undefined) | 1.8 | .
C[C@H](CO)N1C[C@H](C)[C@@H](CN(C)C)Oc2c(NC(=O)CCCCCC(=O)Nc3ccccc3N)cccc2C1=O | . | -14
CO[C@@H]1CN(C)C(=O)c2cc(NC(=O)Nc3c(C)noc3C)ccc2OC[C@H](C)N(CC2CC2)C[C@@H]1C | 0.3 | 8
CO[C@@H]1CN(C)C(=O)c2cc(NC(=O)Nc3ccccc3Cl)ccc2OC[C@@H](C)N(S(=O)(=O)CC(F)(F)F)C[C@H]1C | 0.4 | -9
C[C@H]1CCCCO[C@H](CN(C)Cc2ccccc2)[C@@H](C)CN([C@@H](C)CO)C(=O)c2cc(NS(=O)(=O)c3cn(C)cn3)ccc2O1 | 2.4 | .
